# PRC2 inh = blocks human EZH2/PRC2 H3K27 methylation; 57,000 compounds, 0.35% hits; DELFIA TRF, 1 h; inhibition, % at 12.5 µM; Q15910;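 active means mean inhibition of replicates at least 50% and every single replicate also reaching 50%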;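 further: dimethyl H3K27 on biotinylated H3 21-44 peptide detected by antibody; plate controls were median neutral control wells for no effect and median positive control wells for full effect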
# IDH1 mut inh = IDH1 R132H (human) inhibition | IDH1 R132H reductase, diaphorase/resazurin fluorescence, 60 min | AID 624101 | inhibition, % at 10 µM | 70,000 compounds, 0.18% hits; in the data active means inhibition above about 34%;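 further: 0% = DMSO and 100% = no enzyme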
# Target sequence (O75874 whole entry R132H): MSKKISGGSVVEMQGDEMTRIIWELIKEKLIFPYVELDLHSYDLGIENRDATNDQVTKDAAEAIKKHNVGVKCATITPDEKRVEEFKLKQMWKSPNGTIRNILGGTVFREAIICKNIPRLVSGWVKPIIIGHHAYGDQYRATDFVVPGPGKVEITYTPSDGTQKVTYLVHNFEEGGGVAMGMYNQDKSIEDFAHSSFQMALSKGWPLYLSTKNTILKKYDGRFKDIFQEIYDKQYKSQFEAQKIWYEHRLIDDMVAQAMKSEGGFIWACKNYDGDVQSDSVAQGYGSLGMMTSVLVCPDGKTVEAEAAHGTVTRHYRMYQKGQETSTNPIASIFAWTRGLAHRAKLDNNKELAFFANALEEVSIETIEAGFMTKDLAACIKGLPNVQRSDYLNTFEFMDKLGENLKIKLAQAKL
# The depositor's hits bear a star; nt = not tested or not shown; & = joins results of further samples. Some of the compounds tested; the hit share may differ from the screen's.
SMILES,PRC2 inh,IDH1 mut inh
C[C@@H]1CN([C@H](C)CO)C(=O)c2cc(C#CC3(O)CCCC3)cnc2O[C@@H]1CN(C)C(=O)C1CCOCC1,8.2,nt
O=C1c2cc(O)cc(O)c2C(=O)c2c1cc(O)c(C(CO)CCO)c2O (stereo not given),-23.3,1.9
C[C@H]1CN([C@@H](C)CO)S(=O)(=O)c2ccc(C#Cc3ccccc3F)cc2O[C@H]1CN(C)C,-10.1,-1.5
CCCNC(=O)N(C)C[C@H]1Oc2cc(C#Cc3ccccn3)ccc2S(=O)(=O)N([C@H](C)CO)C[C@H]1C,15.6,-1.7
COC(=O)[C@@]1(CCS(=O)(=O)c2ccccc2)COC(c2ccc(OCCCO)cc2)=N1,0.3,0.1
CC(=O)OC[C@H]1O[C@@H](Oc2cc(OC(C)=O)c3c(=O)cc(-c4ccc(OC(C)=O)cc4)oc3c2)[C@H](OC(C)=O)[C@@H](OC(C)=O)[C@@H]1OC(C)=O,nt,-2.1
COc1ccc(CCNC(=O)C(=O)Nc2ccccc2C)cc1OC,2.2,0.1
COc1ccc(CN(C)C[C@H]2Oc3ccc(NC(=O)C4CC4)cc3CC(=O)N([C@H](C)CO)C[C@H]2C)cc1,-2.6,1.7
O=C(NCC[C@@H]1CC[C@H](NS(=O)(=O)c2cccc(F)c2)[C@H](CO)O1)c1cnccn1,5.6,0.0
Cc1cccc(Nc2nc(N)nc(CSc3nccn3C)n2)c1,-2.9,-0.3
O=C(C[C@@H]1C[C@@H]2c3cc(NC(=O)c4cccnc4)ccc3O[C@@H]2[C@H](CO)O1)NCc1ccncc1,-20.4,-0.6
C[C@@H]1CCCCO[C@@H](CN(C)S(=O)(=O)c2ccc(Cl)cc2)[C@@H](C)CN([C@@H](C)CO)C(=O)c2cc(NS(C)(=O)=O)ccc2O1,nt,-0.6
C[C@@H]1CN([C@@H](C)CO)C(=O)c2cccc(NC(=O)Nc3cccc4ccccc34)c2O[C@H]1CN(C)C(=O)NC1CCCCC1,-19.3,-1.7
COc1ccc(NC(=O)Nc2ccc3c(c2)[C@@H]2C[C@@H](CC(=O)N[C@@H](C)c4ccccc4)O[C@@H](CO)[C@@H]2O3)cc1,-18.7,-0.1
COc1ccc(NC(=O)Nc2ccc3c(c2)CC(=O)N([C@H](C)CO)C[C@@H](C)[C@@H](CN(C)C(=O)NC2CCCCC2)O3)cc1,-0.3,0.2
C[C@@H]1CN([C@H](C)CO)C(=O)c2cccc(NC(=O)c3cnccn3)c2O[C@H]1CN(C)Cc1ccccc1,-6.1,nt
COCC#Cc1cnc2c(c1)C(=O)N([C@H](C)CO)C[C@@H](C)[C@@H](CN(C)C(=O)C1CC1)O2,17.6,nt
C[C@H]1CN([C@@H](C)CO)C(=O)c2cc(NC(=O)Nc3ccc(F)cc3)ccc2O[C@H]1CN(C)C(=O)Nc1ccc(C(F)(F)F)cc1,nt,-0.3
COC(=O)c1cc(NC(=O)CN(c2cc(Cl)c(Cl)cc2Cl)S(C)(=O)=O)ccc1Cl,23.2,0.9
CO[C@H]1CN(C)C(=O)c2ccc(NS(=O)(=O)CC(F)(F)F)cc2OC[C@H](C)N(C(=O)NC(C)C)C[C@@H]1C,3.2,0.4
COc1cc2c(cc1NC(=O)COc1cccc(C)c1C)oc1ccccc12,10.3,0.0
O=C(NCc1nc2ccccc2[nH]1)C1=C[C@H](c2ccc(Br)cc2)C[C@H](OCc2ccc(CO)cc2)O1,-10.6,nt
Cc1cc(C)c(C)c(Oc2coc3cc(OCC(=O)Nc4ccccc4Cl)ccc3c2=O)c1,-2.0,0.1
CC(C)NC(=O)N(C)C[C@@H]1Oc2ccc(NC(=O)Nc3ccc(C(F)(F)F)cc3)cc2C(=O)N([C@@H](C)CO)C[C@@H]1C,-7.2,nt
CCCNC(=O)C[C@H]1C[C@@H]2c3cc(NC(=O)C4CCOCC4)ccc3O[C@@H]2[C@@H](CO)O1,-1.2,-0.3

# Reprinted at random: two entries already listed
SMILES,PRC2 inh,IDH1 mut inh
Cc1cccc(Nc2nc(N)nc(CSc3nccn3C)n2)c1,-2.9,-0.3
COc1ccc(NC(=O)Nc2ccc3c(c2)CC(=O)N([C@H](C)CO)C[C@@H](C)[C@@H](CN(C)C(=O)NC2CCCCC2)O3)cc1,-0.3,0.2

# (more compounds)
SMILES,PRC2 inh,IDH1 mut inh
CO[C@@H]1CN(C)C(=O)c2ccc(NC(=O)NC3CCCCC3)cc2OC[C@@H](C)N(CC2CC2)C[C@H]1C,-5.8,0.3
CCCc1cn(CC[C@@H]2CC[C@H](NC(=O)C3CC3)[C@H](CO)O2)nn1,-1.5,-0.3
COc1ccc(OC)c(-n2c(CNC3CCN(Cc4ccccc4)CC3)nc3ccccc3c2=O)c1,nt,0.3
CNC[C@H]1Oc2ccc(NS(=O)(=O)c3ccccc3)cc2C(=O)N([C@H](C)CO)C[C@H]1C,nt,4.2
Cc1cc(C(=O)Nc2cccc3c2O[C@H](CN(C)C(=O)Nc2ccc(C(F)(F)F)cc2)[C@H](C)CN([C@H](C)CO)C3=O)n(C)n1,18.2,nt
Cc1ccc2c(C)c(C(=O)Nc3sc4c(c3C(=O)NCC3CCCO3)CCC4)oc2c1 (stereo not given),3.8,-0.4
C[C@H](CO)N1C[C@H](C)[C@H](CN(C)Cc2ccc(Cl)c(Cl)c2)Oc2ccc(NS(=O)(=O)c3cccs3)cc2C1=O,2.2,-1.2
CCCC#Cc1ccc2c(c1)O[C@@H](CN(C)S(=O)(=O)c1cccc(OC)c1)[C@H](C)CN([C@H](C)CO)S2(=O)=O,-1.1,-1.3
CCC(=O)Nc1ccc2c(c1)C(=O)N(C)C[C@H](OC)[C@@H](C)CN(Cc1cncnc1)[C@H](C)CO2,12.6,0.0
C[C@@H]1CN([C@@H](C)CO)C(=O)Cc2cc(NC(=O)c3ccncc3)ccc2O[C@H]1CN(C)Cc1ccccc1,-11.4,-0.3
CSc1nncc(-c2ccc(Cl)cc2)n1,-9.0,0.2
COc1ccc(C)cc1NC(=O)CSc1nnc(-c2ccc(C(C)(C)C)cc2)n1C,4.7,-0.6
C[C@@H]1CN([C@@H](C)CO)C(=O)c2cc(NC(=O)Nc3ccc(C(F)(F)F)cc3)ccc2O[C@@H]1CN(C)CC1CCCCC1,nt,0.6
COc1ccc(NC(=O)N(C)C[C@H]2Oc3ccc(NC(=O)Nc4ccccc4)cc3CC(=O)N([C@H](C)CO)C[C@H]2C)cc1,nt,-0.9
NC(=O)C1CCN(C(=O)CSc2nc(-c3ccccc3)cc(=O)[nH]2)CC1,-3.1,-0.4
CC(C)(C)NC(=O)CSc1nnc(-c2ccco2)n1-c1ccccc1,-8.0,-0.1
COc1ccc(NC(=O)CSc2nc3sc(C)c(C)c3c(=O)n2-c2ccccc2)c([N+](=O)[O-])c1,-7.4,0.2
Cc1ccc(S(=O)(=O)N(C)c2ccc(C(=O)Nc3cccc(N(C)S(C)(=O)=O)c3)cc2)cc1,-1.8,-0.3
C[C@@H]1CN([C@@H](C)CO)C(=O)c2cc(C#Cc3ccccn3)cnc2O[C@@H]1CN(C)C(=O)c1cnccn1,-16.5,-3.2
COCC#Cc1cnc2c(c1)C(=O)N([C@H](C)CO)C[C@@H](C)[C@H](CN(C)C(=O)c1ccc(F)cc1)O2,19.1,-0.2
O=C(COc1ccccc1[N+](=O)[O-])Nc1ccc2oc(-c3ccccc3Br)nc2c1,3.0,0.1
C[C@@H]1CCCCO[C@@H](CN(C)CC2CC2)[C@H](C)CN([C@@H](C)CO)C(=O)c2cc(NC(=O)c3ccncc3)ccc2O1,2.1,nt
C[C@@H]1CN([C@H](C)CO)S(=O)(=O)c2ccc(-c3cccc(F)c3)cc2O[C@H]1CN(C)S(=O)(=O)c1ccccc1,6.5,0.9
Cc1ccc(S(=O)(=O)NCC[C@@H]2CC[C@H](NS(=O)(=O)c3ccccc3Cl)[C@H](CO)O2)cc1,4.3,-0.2
CC(C)NC(=O)N(C)C[C@H]1Oc2ccc(NS(=O)(=O)c3ccc(Cl)cc3)cc2CC(=O)N([C@H](C)CO)C[C@H]1C,5.9,0.4
# Remaining list, next part:
SMILES,PRC2 inh,IDH1 mut inh
CO[C@H]1CN(C)C(=O)c2cc(NC(=O)C3CCC3)ccc2OC[C@H](C)N(Cc2ccncc2)C[C@H]1C,-0.9,-0.2
CO[C@@H]1CN(C)C(=O)c2cc(NC(C)=O)ccc2OC[C@H](C)N(Cc2ccccc2C(=O)O)C[C@H]1C,-0.4,0.1
COc1ccccc1C#Cc1ccc2c(c1)O[C@H](CN(C)Cc1ccccc1)[C@H](C)CN([C@H](C)CO)S2(=O)=O,nt,-0.1
COc1ccc(C#Cc2ccc3c(c2)O[C@H](CN(C)S(=O)(=O)c2ccccc2F)[C@H](C)CN([C@H](C)CO)S3(=O)=O)cc1,-26.2&-15.4,0.1
C[C@@H]1CN([C@H](C)CO)S(=O)(=O)c2ccc(C3=CCCC3)cc2O[C@@H]1CN(C)CC1CC1,-12.1,-1.0
CC(C)NC(=O)N(C)C[C@H]1OCCCC[C@H](C)Oc2ccc(NS(=O)(=O)c3ccc(Cl)cc3)cc2C(=O)N([C@@H](C)CO)C[C@H]1C,nt,-4.6
COCCNC(=O)C[C@H]1CC[C@@H](NC(=O)NC2CCCCC2)[C@@H](CO)O1,1.5,0.2
CCc1cccc(C)c1NC(=O)CSc1nnc(-c2cccnc2)n1C,-2.2,0.4
Cc1cc(C)n2nc(SCC(=O)Nc3ccccc3[N+](=O)[O-])nc2n1,0.5,-0.1
C[C@@H]1CCCCO[C@@H](CN(C)C(=O)NC2CCCCC2)[C@H](C)CN([C@H](C)CO)C(=O)c2cc(NS(=O)(=O)c3ccc(Cl)cc3)ccc2O1,nt,0.8
COc1ccc(CN(C)C[C@@H]2OCCCC[C@@H](C)Oc3ccc(NC(=O)Nc4c(C)noc4C)cc3C(=O)N([C@@H](C)CO)C[C@@H]2C)cc1,nt,3.4
Cc1ccc(-c2nc3ccccc3[nH]2)cc1NC(=O)C(C)Oc1ccc(Cl)cc1Cl (stereo not given),6.4,0.1
C[C@@H]1CN([C@@H](C)CO)C(=O)c2cccc(NC(=O)C3CCOCC3)c2O[C@H]1CN(C)Cc1ccc(Cl)c(Cl)c1,-3.4,-1.4
O=C(O)C[C@@H]1C=C[C@H](NC(=O)Nc2ccccc2)[C@@H](CO)O1,-0.3,-0.1
C[C@H]1CN([C@@H](C)CO)S(=O)(=O)c2ccc(C#CCN(C)C)cc2O[C@H]1CN(C)C(=O)CN(C)C,nt,0.0
COc1ccc(CN(C)C[C@@H]2Oc3ccc(NC(=O)Nc4ccc(F)cc4)cc3C(=O)N([C@H](C)CO)C[C@@H]2C)cc1,nt,2.1
Cc1ccc(S(=O)(=O)Nc2ccc3c(c2)C(=O)N([C@@H](C)CO)C[C@@H](C)[C@H](CN(C)C(=O)Nc2ccccc2)O3)cc1,7.9,-0.1
COc1ccc(S(=O)(=O)N(C)C[C@H]2Oc3ccc(N(C)C)cc3CC(=O)N([C@@H](C)CO)C[C@H]2C)cc1,0.5,nt
CN(C)CC(=O)N[C@H]1CC[C@H](CCn2cc(CN(C)C)nn2)O[C@H]1CO,23.9,101.1*
C[C@H]1CCCCO[C@@H](CN(C)S(=O)(=O)c2ccc(F)cc2)[C@@H](C)CN([C@@H](C)CO)C(=O)c2cc(NS(=O)(=O)c3ccc(Cl)cc3)ccc2O1,nt,-2.1
O=C(NCC[C@@H]1CC[C@@H](NC(=O)C2CC2)[C@@H](CO)O1)Nc1ccc(Cl)cc1,-4.9,-0.3
COCCOC(=O)N1C(=O)[C@@]2(c3cc(C#CCCO)ccc31)[C@H](C(N)=O)[C@H]1C(=O)O[C@H](c3ccccc3)[C@H](c3ccccc3)N1[C@@H]2c1ccccc1OCCO,-15.7,nt
CO[C@@H](CN(C)S(=O)(=O)c1cccc(Cl)c1)[C@H](C)CN(C(=O)Nc1ccccc1F)[C@@H](C)CO,5.1,-0.9
CNC[C@H]1Oc2c(NS(=O)(=O)c3ccc(F)cc3)cccc2C(=O)N([C@H](C)CO)C[C@@H]1C,-0.1,nt
C/C=C/c1ccc2c(c1)O[C@H](CN(C)C(=O)C1CC1)[C@@H](C)CN([C@H](C)CO)S2(=O)=O,11.7,nt

# Exported with tabs: part of the list above.
mol	PRC2 inh	IDH1 mut inh
C/C=C/c1ccc2c(c1)O[C@H](CN(C)C(=O)C1CC1)[C@@H](C)CN([C@H](C)CO)S2(=O)=O	11.7	nt
C[C@@H]1CCCCO[C@@H](CN(C)C(=O)NC2CCCCC2)[C@H](C)CN([C@H](C)CO)C(=O)c2cc(NS(=O)(=O)c3ccc(Cl)cc3)ccc2O1	nt	0.8
CC(C)NC(=O)N(C)C[C@H]1OCCCC[C@H](C)Oc2ccc(NS(=O)(=O)c3ccc(Cl)cc3)cc2C(=O)N([C@@H](C)CO)C[C@H]1C	nt	-4.6
COc1ccccc1C#Cc1ccc2c(c1)O[C@H](CN(C)Cc1ccccc1)[C@H](C)CN([C@H](C)CO)S2(=O)=O	nt	-0.1
COc1ccc(CN(C)C[C@@H]2OCCCC[C@@H](C)Oc3ccc(NC(=O)Nc4c(C)noc4C)cc3C(=O)N([C@@H](C)CO)C[C@@H]2C)cc1	nt	3.4

# Further structures follow:
SMILES,PRC2 inh,IDH1 mut inh
C[C@H](CO)N1C[C@H](C)[C@H](CN(C)C(=O)CN2CCOCC2)Oc2ncc(-c3ccncc3)cc2C1=O,18.4,-0.2
C[C@H]1CN([C@@H](C)CO)S(=O)(=O)c2ccc(-c3ccccc3)cc2O[C@H]1CN(C)C(=O)C1CCC1,-0.3,-0.6
COc1ccc(S(=O)(=O)Nc2ccc3c(c2)CC(=O)N([C@@H](C)CO)C[C@H](C)[C@@H](CN(C)S(=O)(=O)c2ccc(OC)cc2)O3)cc1,nt,-3.3
COc1ccc(S(=O)(=O)N(C)CC(=O)Nc2cccc(C(C)=O)c2)cc1C,-6.0,0.2
C[C@@H]1CN([C@H](C)CO)C(=O)c2cc(NC(=O)Cc3ccccc3)ccc2O[C@@H]1CN(C)Cc1ccc(Oc2ccccc2)cc1,nt,0.1
CCC(=O)N(C)C[C@H]1Oc2cc(C#CC(C)(C)O)ccc2S(=O)(=O)N([C@H](C)CO)C[C@H]1C,3.6,0.2
